Screening results from PubChem.
VLA-4 inh = inhibition in a human VLA-4 binding assay | P13612 | VLA-4 expressing cells, ligand binding flow cytometry | inhibition, % (about 7 µM as worked out from the volumes in the protocol) | actives 0.2% (n = 330,000) | AID 2557; in the data active = inhibition above about 50%
MCL1-BIM inh = disrupts human MCL1 binding to BIM-BH3 peptide. Q07820. GST-MCL1 / FITC-Bim-BH3 fluorescence polarization. inhibition, % at 10.9 µM. actives 0.68% (n = 320,000). AID 2057;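 active = inhibition above the mean inhibition of all tested compounds plus 3 SD, set per campaign, cut at about 40% in these data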;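 also: 0% = DMSO wells and 100% = unlabeled Bim-BH3 peptide control; higher means more loss of mP so more displacement of Bim peptide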
Fam108B counter = blocks mouse Fam108B hydrolase in RBBP9 counter-screen | recombinant Fam108B, FP-Rh probe fluorescence polarization | inhibition, % at 9.51 µM | actives 0.33% (n = 300,000);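 active = inhibition above the screen mean inhibition plus 3 SD, computed separately per campaign, cut at about 18% in these data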;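 also: inhibitors lower polarization as less probe binds the enzyme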
MEX-5 binding = C. elegans MEX-5 TCR-2 RNA binding activity; Q9XUB2; MEX-5/FITC-TCR2 RNA binding, fluorescence polarization; stronger effect = lower value; activity score (negative = inhibition of binding), % at 10 µM; actives 0.38% (n = 300,000); AID 1832;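 active = inhibition past about -25% in most replicates, and total fluorescence under double the plate's negative control median, limit read from the data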;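 also: 0% = DMSO and -100% = 5 µM competing unlabeled TCR2 RNA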
Efflux pump inh = blocks antifungal efflux pumps in multiplex yeast assay; S. cerevisiae Candida pump triplex, Nile Red efflux; inhibition, % at 10 µM; actives 0.44% (n = 330,000); AID 485275;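 active = plate passing quality check with inhibition over a set limit, or well fluorescence over plate mean plus 4 SD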;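 also: Nile Red retained in pooled yeast measured as flow cytometry median fluorescence; 0% = buffer negative control and 100% = Enniatin B positive control; higher means more Nile Red kept so more efflux inhibition; some compounds called inactive have numbers as strong as hits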
PME-1 inh = PME-1 (human) inhibition. inhibition, % at 5.9 µM. recombinant PME-1, FP-Rh probe fluorescence polarization. Q9Y570. AID 2130. actives 0.53% (n = 320,000);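 active = inhibition above the campaign mean of all compounds plus 3 SD, cut at about 26% in these data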;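 also: competitive labeling of PME-1 active site by serine hydrolase directed probe; 0% = PME-1 with DMSO and 100% = wells lacking PME-1 enzyme; inhibitors block probe labeling so polarization falls and inhibition rises; many of its hits are not listed in these tables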
BCLXL inh = Bcl-xL (human) inhibition; actives 0.7% (n = 320,000); Q07817; AID 2129; GST-Bcl-xL / FITC-Bim BH3 peptide fluorescence polarization; inhibition, % at 10.9 µM;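 active = inhibition above the mean of all tested compounds plus 3 SD, cutoff set per campaign, cut at about 30% in these data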;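 also: 0% = DMSO wells and 100% = unlabeled Bim-BH3 peptide competitor; inhibitors lower millipolarization by displacing the labeled peptide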
Target sequence (Q07817 whole entry, looked up): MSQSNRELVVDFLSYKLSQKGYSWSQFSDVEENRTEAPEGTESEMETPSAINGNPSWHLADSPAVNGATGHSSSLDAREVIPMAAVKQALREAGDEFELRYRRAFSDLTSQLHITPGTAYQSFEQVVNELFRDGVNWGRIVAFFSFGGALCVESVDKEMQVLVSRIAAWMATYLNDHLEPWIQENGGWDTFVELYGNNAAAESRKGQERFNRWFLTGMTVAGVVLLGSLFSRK
GLD-1 TGE inh = GLD-1-TGE RNA interaction inhibition (C. elegans); Q17339; purified GLD-1 + fluorescein TGE RNA, fluorescence polarization; inhibition, % at 5.96 µM; actives 0.44% (n = 320,000); AID 2280;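 active = percent inhibition above a per-plate cutoff, the plate mean of test compounds plus 3 SD, cut at about 30% in these data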;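 also: 0% = DMSO wells with GLD-1 and probe and 100% = wells lacking GLD-1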
GRK2 inh = human GRK2 inhibition via aptamer displacement; P25098; inhibition of aptamer binding, % at 10 µM; bead flow cytometry, FAM-aptamer displacement from GRK2; actives 0.59% (n = 330,000);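 active = inhibition of aptamer binding above 40%, roughly 3 SD of noise, on plates passing a quality check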;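 also: median bead fluorescence of bound FAM aptamer so fluorescent compounds give negative values; no value below 0 was filed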
Target sequence (P25098 whole entry, looked up): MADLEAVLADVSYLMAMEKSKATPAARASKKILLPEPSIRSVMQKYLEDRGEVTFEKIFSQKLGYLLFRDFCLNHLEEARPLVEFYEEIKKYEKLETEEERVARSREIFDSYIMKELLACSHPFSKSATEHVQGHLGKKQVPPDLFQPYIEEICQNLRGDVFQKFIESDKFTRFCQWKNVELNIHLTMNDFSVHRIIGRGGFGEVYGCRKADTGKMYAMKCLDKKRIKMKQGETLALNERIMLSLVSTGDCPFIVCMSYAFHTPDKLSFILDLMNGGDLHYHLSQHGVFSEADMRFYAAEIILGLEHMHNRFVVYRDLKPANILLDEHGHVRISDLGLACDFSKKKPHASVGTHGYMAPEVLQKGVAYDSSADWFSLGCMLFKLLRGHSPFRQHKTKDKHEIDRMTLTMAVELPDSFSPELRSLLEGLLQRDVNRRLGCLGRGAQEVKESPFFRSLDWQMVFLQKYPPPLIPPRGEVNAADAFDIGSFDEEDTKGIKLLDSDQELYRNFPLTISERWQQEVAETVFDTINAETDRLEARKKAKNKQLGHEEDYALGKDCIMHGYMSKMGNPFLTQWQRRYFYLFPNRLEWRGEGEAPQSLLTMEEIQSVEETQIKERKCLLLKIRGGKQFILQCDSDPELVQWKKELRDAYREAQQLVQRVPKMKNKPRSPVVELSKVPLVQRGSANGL
The depositor's hits bear a star; nt = no result given.

The first 8 entries as a preview:
no.	structure	MEX-5 binding	GLD-1 TGE inh	PME-1 inh	Efflux pump inh	BCLXL inh	MCL1-BIM inh	GRK2 inh	Fam108B counter	VLA-4 inh
1	CCc1ccc(C(=O)NCC2COc3ccccc3O2)o1 (stereo not drawn)	2.1	1.4	-0.6	0.0	4.3	6.2	3.0	1.4	13.9
2	CC(=O)c1ccc(OCCCC(=O)NC2CCCc3ccccc32)cc1 (stereo not drawn)	3.2	-3.0	10.6	0.0	7.2	5.9	1.0	3.0	19.0
3	Cc1ccc(S(=O)(=O)N(C)CC(=O)NCCc2c[nH]c3ccccc23)cc1	1.5	5.0	-1.7	0.0	1.1	-4.0	0.0	-1.4	4.1
4	Cc1cc(C(=O)NCC(=O)Nc2c(C)cccc2C)c(C)o1	-0.8	4.3	-3.0	-0.2	5.5	-1.3	2.0	-0.6	7.6
5	CCOC(=O)c1sc(N)nc1C(C)C	-0.2	1.4	-1.8	0.0	7.2	7.0	0.0	-2.2	1.1
6	COc1cccc(CN(C)C(=O)c2csc3c2CCCC3)c1OC	-1.6	8.0	-2.5	0.0	6.6	-1.5	10.0	-4.7	2.8
7	CCOCc1c(C(=O)NCC(c2ccco2)N2CCCC2)oc2ccccc12 (stereo not drawn)	nt	1.7	nt	0.1	nt	nt	0.0	nt	20.9
8	CN(C)c1cc[n+](CC(=O)N2c3ccccc3Sc3ccccc32)cc1	nt	5.0	-6.1	0.0	8.2	8.5	2.0	7.8	-9.3

The whole of this part (from the top)
no.	structure	MEX-5 binding	GLD-1 TGE inh	PME-1 inh	Efflux pump inh	BCLXL inh	MCL1-BIM inh	GRK2 inh	Fam108B counter	VLA-4 inh
1	CCc1ccc(C(=O)NCC2COc3ccccc3O2)o1 (stereo not drawn)	2.1	1.4	-0.6	0.0	4.3	6.2	3.0	1.4	13.9
2	CC(=O)c1ccc(OCCCC(=O)NC2CCCc3ccccc32)cc1 (stereo not drawn)	3.2	-3.0	10.6	0.0	7.2	5.9	1.0	3.0	19.0
3	Cc1ccc(S(=O)(=O)N(C)CC(=O)NCCc2c[nH]c3ccccc23)cc1	1.5	5.0	-1.7	0.0	1.1	-4.0	0.0	-1.4	4.1
4	Cc1cc(C(=O)NCC(=O)Nc2c(C)cccc2C)c(C)o1	-0.8	4.3	-3.0	-0.2	5.5	-1.3	2.0	-0.6	7.6
5	CCOC(=O)c1sc(N)nc1C(C)C	-0.2	1.4	-1.8	0.0	7.2	7.0	0.0	-2.2	1.1
6	COc1cccc(CN(C)C(=O)c2csc3c2CCCC3)c1OC	-1.6	8.0	-2.5	0.0	6.6	-1.5	10.0	-4.7	2.8
7	CCOCc1c(C(=O)NCC(c2ccco2)N2CCCC2)oc2ccccc12 (stereo not drawn)	nt	1.7	nt	0.1	nt	nt	0.0	nt	20.9
8	CN(C)c1cc[n+](CC(=O)N2c3ccccc3Sc3ccccc32)cc1	nt	5.0	-6.1	0.0	8.2	8.5	2.0	7.8	-9.3
9	Cc1csc2c(=O)sc(NC(=O)c3cccs3)nc12	-2.1	9.3	1.9	0.1	1.2	-0.7	1.0	3.1	1.4
10	Cc1cccc(-c2cc3nc(-c4ccccc4)cc(=O)n3[nH]2)c1	-0.9	-3.5	-28.3	0.0	-2.6	-2.8	1.0	-1.8	-10.9
11	O=C(NCCCN1CCOCC1)c1cnccn1	-2.1	-2.1	-1.2	0.0	10.0	5.7	1.0	-1.8	7.6
12	CC(SCc1ccccc1)C(=O)Nc1ccccc1Br (stereo not drawn)	0.9	-6.0	-5.1	0.3	2.3	-2.0	0.0	0.9	10.2
13	COC(=O)[C@@]12CCCCN1[C@H](c1ccc(-c3ccc(Cl)c(Cl)c3)cc1)[C@H]1C(=O)N(C)C(=O)[C@H]12	nt	2.9	nt	0.0	nt	nt	0.0	nt	-14.4
14	CCOc1c2ccc(C(=O)NCc3ccc4c(c3)OCO4)cc2nn1CC	1.6	0.4	-3.8	-0.2	7.3	2.3	0.0	4.3	26.1
15	CC(=O)NC(=S)Nc1ccc(N2CCOCC2)c(S(=O)(=O)Nc2cc(Cl)ccc2Cl)c1	1.9	-1.6	20.8	0.3	2.9	3.8	0.0	-0.1	10.6
16	COC(C(=O)NCc1ccc(C)cc1)c1ccccc1 (stereo not drawn)	-5.2	-10.6	2.2	0.1	3.4	5.1	1.0	2.5	21.0
17	Cc1cccc(N2CCN(C(=O)c3ccc4nc[nH]c4c3)CC2)c1C	-1.9	2.6	-5.5	0.1	0.3	-0.7	3.0	-0.6	8.3
18	CNC[C@H]1Oc2c(NS(=O)(=O)c3ccc(OC)cc3)cccc2C(=O)N([C@H](C)CO)C[C@H]1C	nt	-9.8	nt	-0.3	nt	nt	2.0	nt	-8.1
19	COc1cc(OC)cc(-c2c(C#Cc3ccsc3)c3cc(-c4ccc5[nH]ccc5c4)ccc3n2C)c1	nt	-21.4	-5.2	-0.2	-20.5	-24.7	3.0	nt	7.3
20	Cc1c(NC(=O)c2ccc(NS(=O)(=O)c3ccccc3)cc2)c(=O)n(-c2ccccc2)n1C	0.4	-9.6	-0.9	-0.1	-0.3	-8.2	3.0	0.1	9.1
21	Cc1nc2sc3c(c2c(=O)n1NC(=O)CCl)CCCC3	-4.4	3.8	-3.4	0.0	7.9	3.6	4.0	7.8	7.6
22	CCN(CC(=O)NC(C)(C)C)C(=O)c1ccc(Br)cc1	nt	-3.8	-4.6	0.2	-6.5	-4.0	1.0	2.0	5.0
23	CCCNC(=S)N1CCN(c2nc(-c3cccc(OC)c3)cs2)CC1	1.7	-1.0	2.1	0.2	-1.5	8.2	1.0	2.7	-6.7
24	CC(O)(C#CCN1CCCCC1)c1ccccc1 (stereo not drawn)	0.8	-1.5	2.6	-0.1	5.8	7.4	0.0	-5.0	22.1
25	COc1ccc(C(=O)NNC(=O)C2CC=CCC2)cc1 (stereo not drawn)	1.5	9.3	6.1	0.0	4.0	0.0	4.0	-0.9	1.4
26	CC1CCCCC1NC(=O)c1cccc(N2C(=O)C3C4C=CC(C4)C3C2=O)c1 (stereo not drawn)	-1.5	6.2	-1.5	0.0	5.2	6.4	0.0	-0.6	0.4
27	CCOc1cc(-c2ccccc2)nc(N)n1	-1.8	5.2	3.5	0.3	6.2	-1.5	4.0	4.0	28.2
28	CCCn1c(N)c(C(=O)COc2ccc(Br)cc2F)c(=O)n(C)c1=O	2.1	5.2	2.7	0.0	5.4	-5.5	6.0	-0.3	2.3
29	CCCCCCSc1cccc(-c2nc3ccccn3c2NCc2ccccc2)c1	nt	4.5	nt	-0.2	nt	nt	3.0	nt	7.4
30	CCOC(=O)c1c(NC(=O)C2c3ccccc3Oc3ccccc32)sc(C(N)=O)c1C	0.2	-1.5	-3.1	0.1	1.4	-8.0	0.0	-7.6	13.9
31	Clc1ccc(C2=CSC3=NCCN23)c(Cl)c1	3.1	4.6	0.9	0.1	5.0	5.2	0.0	-0.8	1.6
32	COc1ccc(C=C(C(C)=O)C(C)=O)cc1OC	2.8	-3.2	0.1	0.0	1.4	4.7	1.0	-0.6	-0.2
33	Cc1c(N=NC2=C(O)CC(C)(C)CC2=O)c(=O)n(-c2ccccc2)n1C	0.8	0.3	-0.9	0.0	3.9	1.2	0.0	0.6	3.5
34	Cc1cc(=O)n2nc(N3CCC(C(=O)N4CCN(Cc5ccccc5)CC4)CC3)sc2n1	2.3	-11.1	3.2	0.3	-4.6	0.5	0.0	-5.2	7.3
35	C=Cn1ccnc1CC(O)c1ccc(OC)cc1 (stereo not drawn)	-0.9	3.4	0.8	0.0	2.9	2.1	0.0	3.5	23.6
36	Cn1c(SCC(=O)N2CCOCC2)nnc1-c1ccc(NC(=O)c2ccccc2F)cc1	-0.3	1.7	-2.1	0.2	-1.4	6.1	3.0	-0.2	6.0
37	Cc1ccc(SCCNC(=O)/C=C/c2ccccc2Cl)cc1	-0.1	-0.3	-22.8	0.0	8.1	8.7	1.0	-17.2	5.0
38	COc1cccc(/C=N/NC(=S)Nc2cccc(S(=O)(=O)N(C)C)c2)c1	-1.0	5.0	15.4	0.2	7.3	-0.7	4.0	-0.9	14.0
39	CCn1cc(S(=O)(=O)Nc2ccc(Cl)cc2F)cn1	1.1	2.6	1.8	-0.1	4.4	1.3	0.0	-3.7	4.3
40	O=C(COc1ccc([N+](=O)[O-])cc1)NCc1cccnc1	-0.9	6.9	-1.7	0.0	0.1	-2.2	0.0	-1.1	5.4
41	Cc1cc(S(=O)(=O)N(C)CCc2ccccc2)ccc1-n1cnnn1	-0.4	-2.7	-4.3	0.0	-2.7	6.6	0.0	-2.4	23.7
42	Cc1cccc(Cl)c1NC(=O)N1CCCN(c2ncccc2[N+](=O)[O-])CC1	-0.7	3.6	-2.8	0.0	1.8	3.4	nt	-0.8	-0.1
43	Cc1ccc(C)c(NC(=O)C(c2ccccc2)N2CCOCC2)c1 (stereo not drawn)	-0.8	-0.2	0.2	-0.1	0.5	1.4	0.0	-3.3	0.1
44	CC(C)NS(=O)(=O)c1ccc(OCC(=O)N2CCN(c3ccccc3)CC2)cc1	3.1	-2.5	6.2	-0.1	4.4	-5.6	2.0	1.7	3.3
45	COC(=O)c1ccc(COc2ncnc3sccc23)cc1	-1.2	-7.8	1.9	-0.1	-0.6	-2.5	3.0	1.1	-5.5
46	Cc1ccc(N=Nc2c(C)[nH]n(-c3ccccc3)c2=O)cc1	-1.3	-1.4	-8.1	0.0	-2.4	-6.5	0.0	3.5	11.2
47	Cc1onc(-c2c(F)cccc2Cl)c1C(=O)Nc1nnc(C2CC2)s1	-0.5	9.8	-4.0	-0.3	-2.3	-0.3	0.0	-4.2	-1.4
48	CCOC(=O)CSc1n[nH]c(-c2ccco2)n1	1.4	7.2	-4.0	-0.1	-1.1	-0.8	3.0	-0.5	-5.9
49	CCCN1C2CCCC1CC(NC(=O)c1ccc(OC)cc1)C2 (stereo not drawn)	1.7	2.0	-2.2	-0.1	11.0	-1.8	2.0	2.2	-246.8
50	Cc1ccc(/C=N/NC(=O)CSc2nnc(-c3ccccc3)n2-c2ccc(Cl)cc2)o1	-0.3	6.3	7.7	0.0	6.9	-4.9	16.0	-3.5	7.2
51	CCOC(=O)COc1cc(OCC(=O)OCC)c2c(=O)cc(-c3ccccc3)oc2c1	-0.2	-0.9	3.5	-0.1	2.5	-0.7	0.0	4.4	4.0
52	O=C(O)c1ccc(NS(=O)(=O)c2cc(C(=O)O)ccc2Br)cc1	-1.9	1.2	-1.8	0.0	3.3	-1.4	0.0	-8.9	1.5
53	COc1cc(NS(=O)(=O)c2ccc(NC(=S)NC(=O)c3ccco3)cc2)nc(OC)n1	0.0	2.7	1.5	-0.1	11.7	12.8	1.0	-4.8	11.0
54	O=C(NCc1ccccc1Cl)C1CCCN(S(=O)(=O)c2cnc[nH]2)C1 (stereo not drawn)	-0.9	0.0	4.3	0.2	3.2	4.7	0.0	0.8	-15.2
55	Cn1ccnc1CC(O)(c1ccccc1)c1ccccc1	2.5	-3.2	-1.1	-0.1	3.1	6.0	1.0	-3.0	0.8

This is a subset; the hit share may differ from the screen's.
